Compound activity (PubChem BioAssay)
uPA surface inh – blocks generation of uPA at the cell surface. Potency, µM (highest dose often 38.3 µM), for inactives: at the highest dose activity change, negative = inhibition, hits mostly inhibitors. cell surface uPA generation assay, qHTS. actives 0.31% (n = 330,000); active = well fitted inhibition curve with a large enough effect; inconclusive = small, poorly fitted or top-dose-only effect; inactive = no such curve, though single readings can be large or run the other way; tested in mouse RAW 264.7 cells; also: potency is read from the fitted curve at half-maximal effect; % is scaled to controls: 0 for no effect and ±100 for the full control effect; nearly all actives have a fitted effect of over 55% in size
Tb PFK inh – T. brucei PFK enzyme inhibition. O15648. T. brucei PFK, ADP-Glo luminescence. Potency, µM (series often up to 57.5 µM), for inactives: top-dose activity, negative = inhibition, actives largely listed as inhibitors. actives 0.17% (n = 330,000);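 also: potency is read from the fitted curve at half-maximal effect; 0% = uninhibited 1x PFK enzyme wells and -100% = no-enzyme wells; nearly all actives have a fitted effect of over 60% in size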
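Activity is normalized to no-enzyme wells (full inhibition) and 1.25 nM enzyme wells (no inhibition). Reaction: 0.5 mM F6P, 0.1 mM ATP, 45 min RT, ADP-Glo luminescence; concentration-response curves fitted and classed by quality.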
TCR activator – activates T cell receptor signaling; primary human leukocytes, anti-CD3, IL-2 HTRF, 48 h; Potency, µM (doses to about 9.22 µM), without a hit: at the top dose activation of IL-2 secretion, actives largely listed as activators; 330,000 tested, under 10 active; also: % of control where 0% means no effect
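TCR engagement came from a-CD3 beads alone, with compounds added to primary human leukocytes for 48 hr. Secreted IL-2 bridged europium cryptate- and d2-labelled anti-IL-2 antibodies, giving FRET emission at 665nm after 320nm excitation.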
USP2a inh – blocks human ubiquitin-specific protease USP2a. O75604. USP2 core, Ub-CHOP2 coupled fluorogenic reporter, 485/531. Potency, µM (doses to about 38.3 µM), for the others: top-dose activity change, negative = inhibition, usual class: inhibitors. actives 0.01% (n = 330,000). AID 463254;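 also: potency is read from the fitted curve at half-maximal effect; plate controls were DMSO wells for no effect and full inhibition by NEM control for full effect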
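Cell-free coupled assay: 10nM USP2 core preincubated 30min RT with compound in Tris-HCl pH 8.0/CaCl2/CHAPS buffer, then 25nM Ub-CHOP2 and 25nM reporter substrate; fluorescence (Ex 485/Em 531) read after 60min RT, normalized to NEM inhibition, concentration-response curves fitted.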
ELG1 repair inh – ELG1-dependent DNA repair inhibition; HEK293T ELG1-luciferase reporter, luminescence, 16 h; DNA damage induced by 5-fluorouridine; Potency, µM (doses to about 46.1 µM), for inactives: top-dose activity change, negative = inhibition, most hits filed as inhibitors; actives 2.3% (n = 330,000); also: potency is read from the fitted curve at half-maximal effect; % is scaled to controls: 0 for no effect and ±100 for the full control effect; nearly all actives have a fitted effect of over 55% in size
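Overnight (16 hr) co-exposure of 2,000 cells/well to 5-fluorouridine and compound at 37 °C preceded detection. Luciferase was quantified via ONE-Glo luminescence; loss of signal denotes inhibition.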
Mito fusion act – mitochondrial division inhibition or fusion activation. S. cerevisiae fusion-defective mutant growth rescue, CellTiterGlo 48 h. Potency, µM (top dose mostly 46.1 µM), inactives show top-dose growth rescue (activation), hits mostly activators. actives 0.23% (n = 320,000). AID 485298;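 also: potency is read from the fitted curve at half-maximal effect; % of control where 0% means no effect; nearly all actives have a fitted effect of over 45% in size; temperature-sensitive fusion mutants such as fzo1-1 at 37 °C on non-fermentable ethanol glycerol medium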
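Growth-rescue viability read-out: after 48 h at the non-permissive 37C in glycerol/ethanol YPEG, yeast mitochondrial fusion mutants are measured by CellTiterGlo luminescence; compounds (23 nl pinned per well) restoring growth score as division inhibitors or fusion activators.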
TSHR antag – blocks TSH signaling through the human TSH receptor; P16473; TSHR-expressing cells, TSH-stimulated cAMP HTRF, 2 h; active compounds read low; activity change, negative = inhibition, % at 11.5 µM; actives 0.2% (n = 330,000); AID 504810;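 active = activity change below a set negative limit, meaning inhibition stronger than a set level, cut at about -70% in these data; inconclusive = activity change between two set negative limits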; also: % is scaled to controls: 0 for no effect and ±100 for the full control effect
Target sequence (P16473 whole entry, looked up): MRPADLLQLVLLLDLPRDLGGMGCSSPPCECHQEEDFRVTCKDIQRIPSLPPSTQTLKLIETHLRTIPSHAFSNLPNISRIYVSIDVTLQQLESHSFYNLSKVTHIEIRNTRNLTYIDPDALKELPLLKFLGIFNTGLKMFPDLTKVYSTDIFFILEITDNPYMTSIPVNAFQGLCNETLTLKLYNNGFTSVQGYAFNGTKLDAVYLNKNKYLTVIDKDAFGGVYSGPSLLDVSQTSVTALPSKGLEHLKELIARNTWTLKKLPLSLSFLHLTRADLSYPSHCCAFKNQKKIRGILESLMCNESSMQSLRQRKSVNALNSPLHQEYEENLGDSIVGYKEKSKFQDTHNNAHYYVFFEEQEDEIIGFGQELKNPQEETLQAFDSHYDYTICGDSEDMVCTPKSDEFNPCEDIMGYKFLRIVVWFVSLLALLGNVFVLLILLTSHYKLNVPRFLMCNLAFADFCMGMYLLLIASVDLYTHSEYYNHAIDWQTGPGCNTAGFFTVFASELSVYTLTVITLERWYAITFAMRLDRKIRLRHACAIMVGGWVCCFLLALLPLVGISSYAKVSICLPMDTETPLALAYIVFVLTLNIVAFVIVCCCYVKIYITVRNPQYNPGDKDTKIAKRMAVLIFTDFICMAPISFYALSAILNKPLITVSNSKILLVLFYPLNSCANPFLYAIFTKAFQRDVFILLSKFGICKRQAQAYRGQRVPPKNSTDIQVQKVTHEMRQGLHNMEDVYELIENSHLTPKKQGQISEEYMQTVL
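TSHR-expressing cells, 200/well, pre-treated with compound, then stimulated with EC80 TSH (4nM final) for 2 hours at 37 deg C. cAMP measured by competitive HTRF: anti-cAMP cryptate antibody in lysis buffer plus cAMP-d2, read after 30 minutes at room temperature.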
Eya2 phos inh – blocks the phosphatase activity of human Eya2 | recombinant Eya2, OMFP fluorescence dephosphorylation (OMFP is methylfluorescein phosphate) | Potency, µM (doses to about 76.9 µM), inactives show at the highest dose activity, negative = inhibition, actives largely listed as inhibitors | actives 0.006% (n = 330,000); also: potency is read from the fitted curve at half-maximal effect; % is scaled to controls: 0 for no effect and ±100 for the full control effect
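Eya2 (0.2 uM) preincubated 10 min at ambient with compound, then OMFP substrate added at 50 uM; 10 min reaction in 50 mM HEPES pH 7.5, 50 mM NaCl, 5 uM MgCl2, 0.05% BSA, 1 mM DTT. Fluorescence read at Ex 485/Em 525 nm.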
PTAP TSG101 blk – blocks PTAP/TSG101 interaction to inhibit HIV-1 budding; Q99816; Fluorescence polarization, FITC-PTAP peptide / Tsg101 binding; Potency, µM (doses to about 115 µM), inactives show at the top dose activity change, negative = inhibition, usual class: inhibitors; 340,000 tested, under 10 active; AID 493005; active = well fitted inhibition curve with a large enough effect in the main read-out, with a control signal flat, not every such curve was filed as active; inconclusive = small, poorly fitted or top-dose-only effect, or effect the other way, or a change in a side signal; inactive = no such curve, though single readings can be large or run the other way; also: potency is read from the fitted curve at half-maximal effect; % of control where 0% means no effect
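Fluorescence anisotropy tracks displacement of a FITC-tagged PTAP peptide (50 nM) from the Tsg101 binding domain (10 uM), following a 20 min room-temperature incubation at pH 7.5.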
B2AR arrestin – beta2AR (human) beta-arrestin recruitment activity; P07550; beta-arrestin recruitment to beta2AR, cell-based reporter; Potency, µM (titrated, usually from 46.1 µM), without a hit: at the top dose activation, most hits filed as activators; actives 0.02% (n = 330,000); AID 492947;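 also: potency is read from the fitted curve at half-maximal effect; 0% = DMSO controls and full agonism = EC100 isoproterenol or metaproterenol; nearly all actives have a fitted effect of over 65% in size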
Chronic BCR inh – chronic active BCR signaling inhibition; ABC-DLBCL IkBa-CBG/CBR reporter, luminescence ratio, 4 h; Potency, µM (top dose mostly 46.1 µM), for the others: top-dose ratio change, negative = lower green/red ratio, usual class: inhibitors; actives 0.05% (n = 340,000); AID 493014; active = well fitted inhibition curve with a large enough effect in the signal ratio, with a control signal flat, not every such curve was filed as active; inconclusive = small, poorly fitted or top-dose-only effect, or effect the other way, or a change in a side signal; the % refers to the signal ratio;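 also: potency is read from the fitted curve at half-maximal effect; plate controls were basal doxycycline-induced cells for no effect and cells given 10 µM MG132 for full effect; MG132 reads +100%, hits lower the ratio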
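TMD8 human ABC-DLBCL cells with doxycycline-inducible IκBα–green luciferase fusion and unfused red luciferase, in 0.5% FBS medium; compounds up to 46 uM, 4 h at 37C. Green/red luminescence ratio, filter-overlap corrected, fitted to concentration-response curves.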
Numbers without * were called inactive; ? = inconclusive; . = no result given; [ ] = another dose, or the depositor's remark. Unless noted, calls follow the shape of the dose curve; as a rule, active = well fitted curve in the direction sought with a large enough effect; inconclusive = small, poorly fitted or top-dose-only effect, or another doubt; inactive = no such curve, though single readings can be large; an effect the other way counts as inactive or inconclusive.

SMILES	uPA surface inh	Tb PFK inh	TCR activator	USP2a inh	ELG1 repair inh	Mito fusion act	TSHR antag	Eya2 phos inh	PTAP TSG101 blk	B2AR arrestin	Chronic BCR inh
O=C(CSc1ccccn1)Nc1cccc2ccccc12	-3%	0%	5%	0%	12%	-13%	-116*	-5%	-1%	-0.3%	12%
O=C(CSc1ccsc1[N+](=O)[O-])Nc1cccc(F)c1	-12%	-29%	6%	0%	?	-1%	-8	-3%	-12%	0.1%	0%
O=C1[C@@H](Oc2ccccc2)[C@@H](c2ccccc2)N1c1ccccc1	4%	-2%	-1%[46.1 µM]	2%	19%	.	-9	-10%	-5%	3.5%	3%
COc1ccc(NC(=O)CC(NC(C)c2ccccc2)C(=O)O)cc1 (configuration not stated)	-2%	0%	1%	2%	0%	-9%	30	-4%	-1%	0.2%	-3%
CCOC(=O)/C(=C\c1ccc([N+](=O)[O-])o1)NC(=O)c1ccccc1	?	2%	-16%	5%	?	14%	-9	26%	-9%	-0.3%	-11%
CCOc1ccc(NC(=O)C(C)N2C(=O)c3ccccc3S2(=O)=O)cc1 (configuration not stated)	-3%	-8%	-5%	1%	-16%	2%	0	-29%	-3%	0.1%	-10%
Cc1ccc(C(=O)Nc2cccc(C(=O)NCc3ccccc3)c2)cc1	10µM*	0%	-2%[46.1 µM]	2%	?	-6%	6	4%	-1%	0.4%	11%
CN1CCN(CC(=O)N/N=C\c2c[nH]c3ccccc23)CC1	.	3%	-5%[46.1 µM]	0%	?	-1%	21	1%	.	-0.3%	1%
CCCN(CCC)CCCNC(=O)c1cn(CCOC)c(=O)c2c1c1ccccc1n2C	-6%	-4%	.	2%	18%	-1%	-18	-12%	-8%	0.1%	-9%
C/C(=C\c1ccccc1)CN1CCC(C(=O)N2CCCCC2)CC1	1%	3%	-12%[46.1 µM]	4%	-7%	-3%	5	2%	-2%	-0.1%	1%
CCN1C(=O)CC(c2ccccc2)CC1=O	-3%	0%	-4%	3%	19%	1%	6	5%	0%	-0.1%	-1%
CC(C)c1nc2cc(C(=O)NC(c3cccnc3)C(F)(F)F)ccc2o1 (configuration not stated)	1%	11%	-3%	2%	7%	-1%	5	-3%	-1%	-0.5%	-1%
CCN(CC)C(=O)CSc1nnc(-c2ccc(O)cc2)n1CC1CCCO1 (configuration not stated)	2%	8%	-5%	0%	-1%	-1%	9	-10%	-10%	4.3%	12%
Cc1cccc(NS(=O)(=O)c2cccc(C(=O)NCC(c3ccco3)N(C)C)c2)c1 (configuration not stated)	8%	-9%	0%	-4%	1%	5%	7	-13%	-2%	-0.4%	4%
O=C(NCc1ccncc1)Nc1ccc(Cl)cc1Cl	-3%	-24%	2%	1%	-2%	6%	31	-4%	-9%	0.2%	1%
CCc1nnc2sc(-c3cc(-c4ccccc4)nc4ccccc34)nn12	.	0%	-5%	0%	-27%	2%	-4	0%	-2%	-0.2%	?
Cc1nc(N(C)Cc2ccccc2)c2c(C)c(C)sc2n1	-1%	-5%	-7%	-2%	0%	-6%	-16	10%	0%	0.3%	?
CC(=O)c1cccc(NC(=S)NC(=O)c2ccccc2Cl)c1	6%	3%	-22%[46.1 µM]	-2%	24%	0%	-12	2%	0%	0.3%	?
O=C(C[n+]1ccccc1)N/N=C/c1ccccc1F	-3%	-4%	-1%	2%	0%	0%	-2	7%	-6%	-0.2%	-4%
CC(C)c1ccc(NS(=O)(=O)c2ccc3[nH]cc(C(=O)N4CCC(C(N)=O)CC4)c(=O)c3c2)cc1	6%	-2%	-183%	1%	-2%	1%	2	5%	0%	-0.4%	5%
Cc1ccc(C)c(N2N=C(C(=O)Nc3cccnc3)CCC2=O)c1	-2%	-1%	2%	0%	1%	-2%	6	-17%	0%	0.1%	0%
CC(C(=O)NC1CCCC1)N1CCN(S(=O)(=O)c2ccc(C(C)(C)C)cc2)CC1 (configuration not stated)	?	-5%	2%	2%	-11%	10%	7	5%	-2%	-0.4%	2%
CC(C)=CC(=O)N1CC[C@@H](N2CCN(c3ccccc3F)CC2)[C@H](O)C1	-1%	4%	-2%	-1%	-7%	2%	1	4%	0%	-0.2%	7%
COCCn1c(SCc2ccc(C(=O)OC)o2)nc2ccccc2c1=O	-1%	2%	4%	1%	?	13%	0	-14%	-4%	0.5%	-6%
O=C(NN1C(=O)c2ccccc2NC1c1ccoc1)c1ccc([N+](=O)[O-])cc1 (configuration not stated)	12%	-5%	-2%	-1%	7%	0%	3	15%	-6%	0.0%	-24%
Other compounds
SMILES	uPA surface inh	Tb PFK inh	TCR activator	USP2a inh	ELG1 repair inh	Mito fusion act	TSHR antag	Eya2 phos inh	PTAP TSG101 blk	B2AR arrestin	Chronic BCR inh
O=C(Cc1cccc2ccccc12)Nc1ccccc1C(=O)O	-12%	2%	2%	1%	?	1%	10	-13%	-13%	-0.3%	14%
CCc1ccc(NC(=O)CCCN2C(=S)NC(C)(C)CC2C)cc1 (configuration not stated)	7%	1%	2%	3%	17%	2%	8	18%	1%	0.2%	-10%
CCCn1c(CCNC(=O)c2cccs2)nc2ccccc21	7%	-3%	2%[46.1 µM]	4%	-4%	0%	-21	-12%	-4%	-1.0%	-13%
CCn1c(SCc2nc3ccccc3nc2C)nnc1-c1cccs1	-1%	-3%	-3%	8%	5%	4%	-5	-31%	-3%	-0.1%	-4%
CCN1CCCc2cc(CN(CCN3CCOCC3)C(=S)Nc3ccccc3OC)ccc21	3%	1%	-1%	3%	?	-1%	-9	-5%	-2%	0.0%	3%
COc1ccc(NCCNc2ccc(OC)cc2)cc1	.	0%	6%	4%	-7%	3%	4	3%	-2%	-0.2%	13%
c1ccc(COc2cccc(CNCc3cccs3)c2)cc1	3%	-3%	7%[46.1 µM]	-1%	?	3%	2	2%	6%	6.8%	-2%
CC(=O)c1ccc(N2CCN(C(=S)NCCCN(C)C)CC2)cc1	-5%	-9%	4%	4%	?	8%	9	6%	0%	0.4%	-20%
COc1ccc(C(=O)NCc2ccccc2OC)c(OC)c1	-6%	3%	4%	-1%	2%	11%	-5	19%	-2%	-0.8%	-1%
O=C(Oc1ccccc1)c1ccc2c(c1)C(=O)N(Cc1ccncc1)C2=O	-1%	4%	-5%	-2%	0%	3%	-12	6%	-3%	-0.2%	-7%
CC(Sc1nc(N2CCCCC2)c2c(c1C#N)CCCC2)C(=O)O (configuration not stated)	3%	-6%	2%	3%	-12%	0%	-15	8%	-1%	-0.1%	1%
COc1ccc(Cl)cc1NC(=O)CN(C)CC(=O)NCc1ccc(F)cc1	15%	-3%	0%	5%	?	.	.	-18%	-1%	0.1%	3%
O=C(Nc1cccc(S(=O)(=O)NC2=NCCCCC2)c1)C1COc2ccccc2O1 (configuration not stated)	0%	?	6%	0%	-9%	-4%	1	2%	0%	0.2%	6%
Cc1noc(C)c1C(=O)N1CCN(Cc2ccc3c(c2)OCO3)CC1	.	14%	-4%	-2%	11%	-5%	4	-28%	-1%	-0.3%	-3%
Cc1ccc(OCC(=O)NNC(=S)NC(=O)C2CCCCC2)c(C)c1	1%	3%	12%	3%	1%	7%	1	-2%	-3%	0.0%	7%
COc1ccc(/C=N/N=C2/NC(=O)C(CC(=O)O)S2)cc1OS(=O)(=O)c1ccccc1 (configuration not stated)	6%	-10%	.	1%	6%	0%	9	-1%	0%	-0.2%	2%
Cc1cc(Nc2ccccc2)n2nc(C)c(-c3ccccc3)c2n1	7%	0%	1%	-1%	-12%	-4%	28	-5%	-1%	0.5%	?
CCOc1ccc(C2N(c3ccc(OC)cc3)C(=O)C3CCCN32)cc1OC (configuration not stated)	6%	2%	-7%	-2%	2%	-1%	5	-22%	1%	-0.3%	-6%
O=C(c1cccnc1Cl)N(Cc1ccccc1)Cc1ccccc1	-4%	-4%	-5%	4%	?	-2%	-5	1%	-1%	-0.1%	19%
COc1cc(/C=C/C(=O)OCC(=O)Nc2cc(C)c(C)cc2[N+](=O)[O-])ccc1O	21%	0%	6%	0%	-7%	6%	13	5%	-6%	-0.6%	1%
